5HT1a antag = blocks the human serotonin 5-HT1a receptor; P08908; CHO 5-HT1a Ga15 NFAT-bla reporter, antagonist mode; inhibition, % at 10 µM; actives 0.68% (n = 62,000);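 active = inhibition above the mean of all tested compounds plus 3 SD, cut at about 43% in these data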;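 note: receptor stimulated by 5-CT agonist at 100 nM near EC80; beta-lactamase reporter measured by ratiometric fluorescence of a cleavable substrate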
Abs 340nm = compound absorbs light at 340 nm; 65,000 tested, under 10 active; fold change at 10 µM; compound absorbance at 340 nm, fold over control;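 active = at 10 µM dose, initial 340 nm absorbance at least 2 fold that of control wells; inactive = change under 2 fold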;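 note: initial absorbance extrapolated from kinetic A340 decline of NADH oxidation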
RORa activator = activators of human nuclear receptor RORA; P35398; CHO-K1 Gal4-RORA LBD luciferase reporter, luminescence; percent increase over mock-subtracted basal signal; activation, % at 10 µM; actives 1.5% (n = 65,000);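 active = activation above the mean of all tested compounds plus 3 SD, cut at about 49% in these data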;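 note: 0% = DMSO-treated RORA cells and 100% = added signal equal to DMSO minus mock-transfected cells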
MMP13 inh = blocks human MMP13 activity | MMP-13 fTHP FRET cleavage, Mca fluorescence | AID 570 | actives 0.07% (n = 65,000) | inhibition, % at 4 µM | P45452;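 active = inhibition above the mean of compound-free control plate wells plus 3 SD, cut at about 14% in these data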;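 note: 0% = DMSO wells and 100% = wells with reference MMP-13 inhibitor after basal subtraction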
NADH enzymes = blocks coupling enzymes of NAD/NADH assays. coupled PK/LDH NADH assays, four targets. IC50, µM (top dose mostly 10 µM), inactives show at the highest dose inhibition. actives 0.02% (n = 65,000). AID 774;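 active = single-dose screening hits from any of four coupled enzyme assays that gave an IC50 when retested across doses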;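 note: the DPM-DC format reads NADH fluorescence rather than 340 nm absorbance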
Autofluor 339 = intrinsic fluorescence of library compounds, ex339/em460 – biochemical, MLSMR library, data from DPM-DC assay, artefact control, profiling panel | fluorescence fold increase at 10 µM | actives 5.5% (n = 65,000) | compound autofluorescence, ex339/em460 nm, NADH buffer; active compounds read high; 1 = no-compound wells, NADH background;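 active = at 10 µM, mean starting fluorescence two-fold or more over control wells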;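 note: signal is the first read of a kinetic run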
TNAP act mid DEA = human TNAP activation, intermediate phosphate acceptor | 64,000 tested, under 10 active | AID 813 | P05186 | purified TNAP, CDP-star luminescence, 100 mM DEA, 30 min; active compounds read high; scale: 0 levamisole-inhibited, 1 vehicle-only enzyme | activation factor at 20 µM;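 active = activation factor of at least 2 at 20 µM, relative to controls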
Target sequence (P05186 whole entry, looked up): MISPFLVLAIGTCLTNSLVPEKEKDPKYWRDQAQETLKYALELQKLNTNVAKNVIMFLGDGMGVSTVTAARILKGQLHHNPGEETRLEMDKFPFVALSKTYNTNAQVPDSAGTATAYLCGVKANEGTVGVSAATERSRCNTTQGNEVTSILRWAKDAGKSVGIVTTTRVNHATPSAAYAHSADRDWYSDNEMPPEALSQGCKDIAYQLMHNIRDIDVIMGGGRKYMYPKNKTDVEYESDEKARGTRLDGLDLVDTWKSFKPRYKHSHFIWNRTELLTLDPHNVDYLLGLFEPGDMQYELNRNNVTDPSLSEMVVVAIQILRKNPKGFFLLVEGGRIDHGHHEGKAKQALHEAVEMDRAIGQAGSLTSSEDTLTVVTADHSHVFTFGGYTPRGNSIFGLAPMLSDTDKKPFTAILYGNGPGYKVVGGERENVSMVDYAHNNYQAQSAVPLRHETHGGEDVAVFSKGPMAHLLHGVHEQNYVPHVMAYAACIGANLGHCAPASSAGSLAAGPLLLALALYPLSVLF
SF1 activator = activates the human nuclear receptor SF-1; actives 1.9% (n = 65,000); Q13285; CHO-K1 Gal4-SF-1 LBD luciferase reporter; % increase over DMSO SF-1-specific signal; activation, % at 10 µM; AID 522;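 active = activation above the mean activation of all tested compounds plus 3 SD, cut at about 50% in these data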
Target sequence (Q13285 whole entry, looked up, the tested form may be a part): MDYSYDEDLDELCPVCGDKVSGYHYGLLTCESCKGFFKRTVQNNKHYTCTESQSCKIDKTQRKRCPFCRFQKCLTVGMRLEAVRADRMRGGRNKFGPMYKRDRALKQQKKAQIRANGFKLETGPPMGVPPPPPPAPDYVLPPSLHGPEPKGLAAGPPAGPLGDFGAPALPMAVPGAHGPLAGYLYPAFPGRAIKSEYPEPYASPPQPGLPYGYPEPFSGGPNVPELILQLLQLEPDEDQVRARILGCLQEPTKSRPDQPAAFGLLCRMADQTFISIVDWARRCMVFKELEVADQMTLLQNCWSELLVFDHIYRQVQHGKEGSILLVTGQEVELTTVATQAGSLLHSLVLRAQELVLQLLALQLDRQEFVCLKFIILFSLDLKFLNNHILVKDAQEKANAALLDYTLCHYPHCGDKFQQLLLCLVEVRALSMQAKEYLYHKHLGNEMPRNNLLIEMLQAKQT
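Material: Gal4–SF-1 LBD one-hybrid luciferase reporter in CHO-K1 cells | Amount: 4,000 cells per well | Compound dosing: 10 µM single point, 1% DMSO | Schedule: 20 h compound treatment, 37 °C | Measured by: SteadyLite luciferase luminescence | Evaluation: Percent activation versus DMSO | Control set: DMSO-treated SF-1-transfected cells as negative, DMSO-treated mock-transfected cells lacking SF-1 as background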
5HT1a ag = agonists of human 5-HT1a serotonin receptor; P08908; CHO 5-HT1a Ga15 NFAT-bla reporter, FRET ratio; 0% basal, 100% maximal reference agonist; activation, % at 10 µM; actives 0.56% (n = 65,000); AID 567;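 active = activation above the screen-wide mean activation plus 3 SD, cut at about 19% in these data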;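 note: 0% = DMSO wells and 100% = 5-CT at EC100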
* = called active by the depositor; · = not tested or not shown; [ ] = dose if it differs, or a comment. This is a random part of the collection (roughly 8.9% active in at least one column).

Structure	5HT1a antag	Abs 340nm	RORa activator	MMP13 inh	NADH enzymes	Autofluor 339	TNAP act mid DEA	SF1 activator	5HT1a ag
Cn1nnnc1SCC(=O)Nc1nc(-c2ccccc2)c(-c2ccccc2)o1	-4	1.1	-1	-5	1%	1.1	0.9	-2	-0.3
Cc1cc2cc(CN(Cc3nnnn3C3CCCCC3)CC3CCCO3)c(=O)[nH]c2cc1C (configuration not stated)	2	1	-5	-7	2%	1.3	0.9	-25	0.2
CCOC(=O)N1CCN(C(=O)C(c2ccccc2)c2ccccc2)CC1	-12	1	-1	0	4%	1.1	1	4	-1.6
CCC(C)C(NC(=O)c1ccccc1NC(=O)c1ccco1)C(=O)O (configuration not stated)	-6	0.97	-6	1	4%	1.1	0.9	6	-1.9
CC(C)(C)C(=O)CSc1nccc(=O)[nH]1	-6	0.98	-6	7	5%	1.1	0.9	-3	0.1
CCOC(=O)c1[nH]c2ccc(OC)cc2c1NC(=O)CN1CCC2(CC1)OCCO2	-4	1.1	-12	-88[fluorescence artefact?]	7%[fluoresces]	3.9*	0.9	-13	-4.4
CC1(C)Cc2nc(N)c(C(=O)NCCO)cc2CO1	·	1.1	-8	-155[fluorescence artefact?]	4%[fluoresces]	2.3*	1	9	1.7
Cc1nc2c(=O)oc3ccccc3c2n1-c1ccccc1	8	1	15	-1	1%	1.1	0.9	2	-2.3
CCOC(=O)c1[nH]c2c(c1C)C(=O)CC(c1ccc(F)cc1)C2 (configuration not stated)	16	1	-23	4	1%	1.1	0.9	-20	1.8
Clc1ccccc1-c1nnc2sc(C3COc4ccccc4O3)nn12 (configuration not stated)	7	1.1	-6	-2	14%	1.1	·	-8	-0.2
O=C(CN(C(=O)Cn1nnc(-c2ccc(F)cc2)n1)C1CCCC1)NC1CCCC1	7	0.99	3	-3	6%	1.1	0.9	4	-1.2
O=C(NCC1CCCO1)C1CCC(CNS(=O)(=O)c2ccccc2)CC1 (configuration not stated)	-5	0.96	-2	5	4%	0.98	0.9	5	-3.5
O=S(=O)(c1cccc(Cl)c1Cl)N1CCCCC1	-4	1	-22	4	2%	1.1	0.8	-17	-0.7
COc1ccc(C(=O)Nc2nnc(-c3ccccc3)o2)cc1OC	-3	1	-8	-4	4%	1	0.9	5	-0.3
CCn1c(COc2cccc(C)c2)nnc1SCC(=O)Nc1cccc(C(=O)OC)c1	-3	1	7	1	6%	1.1	0.9	-32	-0.6
O=c1cc(-c2ccccc2)[nH]c2[nH]n(-c3ccccc3)c(=O)c12	6	1.1	9	-5	3%	1.1	0.9	-21	-0.1
O=C1Nc2ccccc2OC1CC(=O)N1CCOCC1 (configuration not stated)	-1	1	-7	3	0%	1.1	0.9	-4	-0.4
O=C1C2C3C=CC(O3)C2C(=O)N1CC(O)c1ccccc1 (configuration not stated)	9	1.1	18	2	6%	1.1	0.9	4	-0.6
CC(=O)c1ccc(N2CCN(C(=O)c3cc(-c4ccc5c(c4)OCO5)nc4ccccc34)CC2)cc1	-14	1.1	9	-11	0%	1.9	0.9	21	0.6
CCCCSc1nc2c(c(=O)n1CC)SC(C)C2 (configuration not stated)	12	1.1	-12	4	7%	1	0.9	-16	2.3
Cc1cccc2cc(CN(Cc3cccs3)Cc3nnnn3Cc3ccccc3)c(=O)[nH]c12	-1	1	-2	-6	8%	0.95	0.9	20	0.9
CCOC(=O)c1[nH]c2ccc(C)cc2c1N=CN(CC)CC	·	1	-3	-7	4%	1.2	0.9	9	-1.1
COc1ccc(-n2nnnc2SC(C)C(N)=O)cc1 (configuration not stated)	-3	0.99	-13	5	5%	1.1	0.9	5	-0.9
COc1ccc(S(=O)(=O)N2CCCC(C(=O)Nc3cccnc3)C2)cc1Cl (configuration not stated)	-1	1	0	-1	3%	1.1	1	-3	1.4
CCOC(=O)C1CCN(c2nc3ccccc3nc2C(C#N)C(=O)OC(C)COC)CC1 (configuration not stated)	·	1	-13	6	3%	1.2	1	0	1.1
COC(=O)c1c(NC(=O)c2ccco2)sc(C)c1C	1	1.1	2	-9	1%[fluoresces]	2.1*	0.8	7	0.2
COc1cc(C2C(C(=O)N3CCOCC3)=C(C)NC3=C2C(=O)CCC3)ccc1OC(C)=O (configuration not stated)	-5	1.1	-5	-15	10%[fluoresces]	3.7*	1	-14	-1.3
COCCNC(=O)CS(=O)Cc1nc(-c2ccccc2C)oc1C (configuration not stated)	0	1	7	1	2%	1.1	0.9	3	-2.4
O=C(O)CCCC(=O)Nc1ccc(C(=O)N2CCCCC2)cc1	-6	1	2	-2	6%	1.1	1	-6	-1.1
CNC(=O)c1cc(S(=O)(=O)N(C)C)ccc1Cl	-6	1	0	4	3%	1.1	1	-6	1.5
CCOc1ccccc1CNC(=O)C1CCCN(c2nc3ccccc3o2)C1 (configuration not stated)	-2	0.98	-1	0	9%	1	1	-1	0.0
CCOc1ccc(NC(=O)c2nnn(CC(=O)Nc3ccccc3OC)c2N)cc1	-7	0.98	41	-1	2%	1.1	0.9	-25	-1.5
O=C(CN1CCCC1)Nc1ccc(NC(=O)Nc2ccccc2)cc1	12	0.99	23	0	2%	1.1	1	27	-2.1
COc1c(O)cccc1-c1nnn(CCC(=O)OCC(=O)c2ccccc2)n1	3	1	18	-10	5%	1.1	0.9	4	-0.5
Cc1cccc(NC(=O)C2c3ccccc3C(=O)N3CCc4ccccc4C23)n1 (configuration not stated)	4	0.99	-8	4	9%	1.1	1	-6	-1.6
NC(=O)C1CCN(c2nc(-c3ccccc3)nc3ccccc23)CC1	-4	1	0	-8	1%	1	0.9	-5	-0.6
CN(C)/C=N/c1nc2ccc3c(c2s1)CCCC3	-6	1.1	66*	-1	6%	1.2	0.9	59*	-3.7
C=CCOC(=O)c1[nH]c2c(c1C)C(=O)CC(c1ccco1)C2 (configuration not stated)	51*	1	-32	4	2%	1.1	0.8	-25	-3.1
C/C(N)=C(/C#N)C(=O)COC(=O)CSc1ccccc1	9	1	0	0	2%	1.1	1	6	-5.5
Nc1ccc(-c2nc3ccccc3[nH]2)cc1	6	1.1	38	-135[fluorescence artefact?]	3%[fluoresces]	2.1*	1	56*	2.2
O=C(CSc1nc2ccccc2[nH]1)c1cccs1	-1	0.99	56*	-3	7%	1	0.8	17	-3.7
COc1ccc2c(c1)CCc1c(C(=O)NCc3cccnc3)noc1-2	-6	0.98	46	2	2%	1.2	0.9	39	-1.9
CC(=O)/C=C(\C)NCCNc1c(F)c(F)c(CO)c(F)c1F	·	1	-18	-5	4%	1.1	0.9	-6	-2.3
Cc1cnc(C(=O)OCC(=O)NC2CCCC(C)C2C)cn1 (configuration not stated)	-12	0.98	0	0	2%	1.1	1	-3	-3.6
CCS(=O)(=O)N1CCCC(C(=O)NCc2ccccc2Cl)C1 (configuration not stated)	-2	0.97	2	-2	3%	0.97	0.9	-8	-0.7
CC(O)CNc1nc2c(c(=O)n(C)c(=O)n2C)n1Cc1cccc(C(F)(F)F)c1 (configuration not stated)	·	1	-8	2	6%	1.1	0.9	-3	0.2
C=CCn1c(SCC(=O)NC(=O)NCc2ccco2)nc2sc(CC)cc2c1=O	-2	1.1	9	-6	17%	1.2	0.9	16	1.2
CCOc1ccccc1C(=O)Nc1cc(Cl)ccc1O	14	1.1	11	0	6%	1.2	0.9	-11	0.1
CCn1c(NCc2cccs2)nc2ccccc21	6	1.1	4	5	1%	1.1	0.9	15	-1.8
COCCNC(=O)c1ccc(Cl)c(Cl)c1	-4	0.99	8	4	2%	1	0.8	-6	-1.6
COc1ccccc1NC(=O)CN1C(=O)C2(OCCCO2)c2ccccc21	4	0.99	5	1	5%	1.1	1	-7	-1.4
Cc1ccc(-c2nnc3sc(-c4ccc5c(c4)OCCO5)nn23)cc1	4	1.1	21	-1	7%	1.1	0.9	-6	-1.5
COC(=O)c1ccc(Oc2nc(Nc3ccc(F)cc3)nc(N3CCCC3)n2)cc1	-9	1.1	1	3	6%	1.1	0.9	2	0.0
COc1cccc(C(c2sc3nc(C)nn3c2O)N2CCC3(CC2)OCCO3)c1 (configuration not stated)	-7	1	4	-1	7%	1.1	1	-6	0.1
CC(=O)NCCC(=O)Nc1ccc(C)c(F)c1	2	1	-22	-2	4%	0.98	0.8	-4	-3.9
CCS(=O)(=O)N1CCN(c2cccc(C)c2C)CC1	-22	1	-9	-3	5%	1.1	1	-8	1.5
CCC(CC)c1nc(NCCC(=O)O)c2ccccc2n1	-1	0.99	0	0	4%	1.1	1	-6	-2.3
CCCn1c(SCC(=O)Nc2cccc(C)n2)nnc1-c1ccco1	-14	1	-28	2	3%	1.1	1	-4	1.3
O=C(c1c[nH]c2ccc(S(=O)(=O)N3CCOCC3)cc2c1=O)N1CCCC1	-8	1.1	-10	-7	3%[fluoresces]	4.2*	0.9	-9	-1.7
CC1CC(C)CN(CCCNC(=O)Cn2ncc3c(=O)oc4ccccc4c32)C1 (configuration not stated)	-8	0.99	-10	-1	18%	0.57	1	3	-4.0

Single values from above:
Result for CCOc1ccccc1C(=O)Nc1cc(Cl)ccc1O under Abs 340nm: 1.1
Result for COc1ccccc1NC(=O)CN1C(=O)C2(OCCCO2)c2ccccc21 under 5HT1a antag: 4

Additional entries.
Structure	5HT1a antag	Abs 340nm	RORa activator	MMP13 inh	NADH enzymes	Autofluor 339	TNAP act mid DEA	SF1 activator	5HT1a ag
CCC1(C)Cc2c(sc3[nH]c(=O)[nH]c(=O)c23)CS1 (configuration not stated)	·	1	-3	-19	4%[fluoresces]	2.3*	1	2	1.7
CN(C)CCCn1c(NC(=O)C2CCCCC2)nc2ccccc21	·	1	0	-1	2%	1.1	1.1	4	-0.2
O=C(CSc1nnc(NC(=O)C2CC2)s1)Nc1ccc(F)cc1	-6	0.97	-14	2	4%	1.1	1	-9	-1.3
Cc1cc(NC(=O)c2cc(CC(C)C)on2)no1	-1	1	2	5	2%	1	0.9	-18	0.1
COCC(=O)Nc1cccc2ccccc12	-5	1.1	-1	0	5%	1.1	0.9	1	0.1
COc1ccc(NC(=O)C(C)Oc2ccc(/C(C)=N\O)cc2)cc1 (configuration not stated)	2	0.98	21	2	2%	1	0.9	-4	-1.1
O=C(CSc1ncnc2nc[nH]c12)NCCc1ccccc1	4	1	-17	4	1%	1.1	0.9	9	1.0
c1ccc2c(c1)[nH]c1c(N3CCC4(CC3)OCCO4)ncnc12	·	1	-41	-58[fluorescence artefact?]	6%	1.7	0.9	-22	4.0
CC1CC1C(=O)OCC(=O)NCc1ccccc1Cl (configuration not stated)	4	1	0	-3	8%	1.1	1	-14	-2.7
COc1ccc(CCC(=O)NCCc2cn3c(C)csc3n2)cc1	6	1	-7	-6	7%	0.98	0.9	-6	-1.1
CN1CCN(CCC(=O)N2c3ccccc3Sc3ccc(Cl)cc32)CC1	·	1	-4	3	3%	1.1	1	4	0.0

Screens: PubChem, several laboratories
